IEC-6 cytotox: counter-screen for KLF5 inhibitors: cytotoxicity in IEC-6 cells; inhibition, % at 5 µM; IEC-6 cytotoxicity, luminescence viability; actives 0.78% (n = 290,000); AID 1825; in the data active means inhibition above about 22%;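 further: 0% = plate median of test compound wells and 100% = cytotoxic reference compound wells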
GSK3A inh: human GSK-3 alpha kinase inhibition; actives 0.1% (n = 320,000); ADP-Glo luminescence, 60 min; P49840; AID 2650; inhibition, % at 10 µM;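 in the data active means inhibition above about 50%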;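 further: GST-tagged GSK-3 alpha with peptide substrate and 25 µM ATP; 0% = DMSO neutral wells and 100% = GW8510 positive control wells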
Target sequence (P49840 whole entry, looked up): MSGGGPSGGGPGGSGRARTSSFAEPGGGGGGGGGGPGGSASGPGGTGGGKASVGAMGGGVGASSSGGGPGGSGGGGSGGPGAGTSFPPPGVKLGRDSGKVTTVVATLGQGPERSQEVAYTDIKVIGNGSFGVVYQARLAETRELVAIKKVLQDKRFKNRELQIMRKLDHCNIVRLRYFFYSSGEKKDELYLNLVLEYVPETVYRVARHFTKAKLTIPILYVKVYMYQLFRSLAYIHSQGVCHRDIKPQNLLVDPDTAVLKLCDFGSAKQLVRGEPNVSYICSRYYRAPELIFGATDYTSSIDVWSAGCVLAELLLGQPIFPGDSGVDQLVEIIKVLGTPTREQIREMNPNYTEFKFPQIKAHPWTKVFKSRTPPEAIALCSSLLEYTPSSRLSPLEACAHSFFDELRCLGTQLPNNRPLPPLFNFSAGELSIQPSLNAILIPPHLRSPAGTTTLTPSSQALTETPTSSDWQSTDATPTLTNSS
KLF5 inhibitor: kruppel-like factor 5 inhibition; DLD-1 KLF5 promoter-luciferase reporter, luminescence; inhibition, % at 5 µM; actives 0.23% (n = 290,000); AID 1700;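 active means inhibition above a per-plate limit of that plate's mean compound inhibition plus 3 SD, cut at about 60% in these data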;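 further: 0% = DMSO wells and 100% = LY294002 at 200 µM; higher means less KLF5 promoter-driven luciferase light; inactives centre near -14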
PolyA inhibitor: yeast polyadenylation inhibition; calls only at 12 µM; actives 0.02% (n = 300,000); S. cerevisiae SKY197-pL101 polyadenylation reporter, beta-gal luminescence; efflux-impaired pdr1/pdr3 knockout yeast; score 100 = 6 SD above DMSO;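 active means lowest replicate activity score at least 50, where 100 means six control SD above control mean; inconclusive means lowest score under 50 but half or more replicates reach 50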;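 further: yeast exposed to compound for 9 h at 30 °C; higher score means more reporter readthrough which indicates perturbed polyadenylation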
HSP90 inh: blocks HSP90-mediated luciferase refolding in reticulocyte lysate; inhibition, % at 5.6 µM; Rabbit reticulocyte lysate, luciferase refolding luminescence, 3 h; actives 0.91% (n = 290,000);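 active means inhibition above the screen-wide mean plus 3 SD, computed separately per campaign, cut at about 16% in these data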;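 further: 0% = DMSO wells and 100% = 60 µM geldanamycin wells; inhibitors lower the luminescence because luciferase stays unfolded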
HSF1 inhib: HSF1 inhibition; NIH3T3-HGL HSE-luciferase, MG132-induced, luminescence 8 h; active compounds read low; activity change, negative = inhibition, % at 7.5 µM (by protocol); actives 0.77% (n = 300,000);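 active means more than half of replicate wells show activity change below -50%, luminescence cut by over half; inconclusive means some wells, but at most half, below -50%; inactive means no replicate well below -50%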;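 further: luciferase reports HSF-1 transcriptional activity via heat shock element; 0% = median of DMSO wells and -100% = zero luminescence signal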
HSF-1 act: increases HSF-1 driven luciferase reporter signal; NIH3T3-HGL HSF-1 luciferase reporter, MG132, 8 h; 100% = twice DMSO control signal; activation, % at 9 µM; actives 1.7% (n = 300,000); AID 504408;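 active means mean replicate activation of at least 50% with a set share of replicates each reaching 50%; inconclusive means only one of those two conditions met; inactive means mean below 50% and too few replicates reaching it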;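 further: 0% = median of the neutral control wells and 100% = twice that signal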
AI-2 QS modul: Vibrio harveyi AI-2 quorum sensing modulation; Vibrio harveyi JMH597 AI-2 luminescence/OD600 ratio, 9 h; active compounds read low; strain lacks LuxN and CqsS sensors; 0 = neutral-control median; activity change, % at 7.5 µM; actives 0.4% (n = 300,000); AID 2094; in the data active means activity change below about -75%, passing the limit was not always enough; inconclusive means no clear call, values can overlap the other calls;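 further: luminescence divided by OD600 gain over 9 h not by final OD600 alone; inactives centre near 13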
GSK3B inh: inhibitors of human GSK3beta kinase | GST-GSK3beta kinase, ADP-Glo luminescence, 60 min; active compounds read low | activity score (negative = inhibition), % at 10 µM | actives 0.038% (n = 300,000) | AID 2097;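 active means more than half of replicate wells score below -50%, meaning over 50% inhibition versus plate controls; inconclusive means some replicates but at most half score below -50%; inactive means no replicate scores below -50%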;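 further: 0% = median DMSO wells and -100% = median GW8510 positive control wells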
Target sequence (P49841 whole entry, looked up): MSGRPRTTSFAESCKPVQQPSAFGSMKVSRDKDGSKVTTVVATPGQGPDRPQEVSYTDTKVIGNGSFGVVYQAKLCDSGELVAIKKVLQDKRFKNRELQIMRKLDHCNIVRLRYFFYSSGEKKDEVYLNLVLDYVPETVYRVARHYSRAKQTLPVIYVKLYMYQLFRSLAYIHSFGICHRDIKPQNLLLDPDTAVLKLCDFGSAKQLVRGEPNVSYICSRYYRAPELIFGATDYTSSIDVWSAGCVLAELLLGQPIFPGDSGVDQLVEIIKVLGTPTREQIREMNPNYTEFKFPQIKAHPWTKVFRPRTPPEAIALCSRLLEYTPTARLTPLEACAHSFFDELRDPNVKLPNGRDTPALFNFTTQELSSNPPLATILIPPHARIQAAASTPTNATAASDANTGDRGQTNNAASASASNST
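Test system – GST-tagged human GSK3beta kinase, cell-free · Incubation – 60 min enzyme reaction, room temperature · Signal – ADP-Glo luminescence · Also added – peptide substrate and ATP at 25 µM · Controls – DMSO neutral wells and GW8510 at 20 µM as positive · Buffer or medium – Tris/MgCl2 kinase buffer · Measure – Luminescence-derived activity versus plate DMSO and GW8510 wells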
aSyn 5UTR inh: MLPCN primary screen, SNCA 5' untranslated region; actives 0.82% (n = 300,000); inhibition, % (tested at 7.5 µM); AID 1813; alpha-synuclein 5'UTR reporter, inhibitor activity; in the data active means inhibition above about 60%; inconclusive means no clear call, values can overlap the other calls;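 further: H4 neuroglioblastoma cells stably carrying SNCA 5'UTR luciferase fusion; 0% = DMSO wells and 100% = positive control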
An asterisk follows results filed as active; i = inactive; u = inconclusive; x = no result given.

no.	SMILES	AI-2 QS modul	IEC-6 cytotox	HSP90 inh	KLF5 inhibitor	GSK3A inh	HSF-1 act	aSyn 5UTR inh	HSF1 inhib	PolyA inhibitor	GSK3B inh
1	CN(c1ccccc1)c1nc(N2CCCC2)nc(-n2ccnc2)n1	26	1	2	-27	-1	-4	9	3	i	-1
2	CCOC(=O)N/N=C\c1ccc(OC(=O)c2ccco2)cc1	13	2	-3	-26	0	-4	-60	0	i	1
3	COc1ccc(CCC(=O)N2CCN(C(=O)c3ccccc3)CC2)cc1	21	1	-3	0	1	-14	11	-10	i	1
4	Nc1cccc(N2C(=O)c3cccc4c(N)ccc(c34)C2=O)c1	17	-1	-1	-15	1	-2	-3	-1	i	-2
5	COc1ccc(OC)c(C(c2nnnn2CCC(C)C)N2CCN(C(=O)c3ccco3)CC2)c1 (stereo unspecified)	5	0	-2	-3	-1	-28	9	-9	i	1
6	CCNC(=S)N/N=C/c1ccc(C(=O)O)cc1	19	2	-1	-20	-17	39	-26	2	i	0
7	NC(=O)c1c(NC(=O)CCCn2cnc([N+](=O)[O-])n2)sc2c1CCCC2	16	4	2	-11	22	-19	-11	-3	i	-26
8	CN(C(=O)c1cc(-n2cnnc2)ccc1Cl)c1ccccc1	20	2	-1	-16	-2	-10	-36	-16	i	2
9	COc1ccc(Cl)cc1NC(=O)CNCc1cccs1	-3	15	-2	-13	0	-12	0	-3	i	1
10	O=C(/C=C/c1cccc([N+](=O)[O-])c1)NCC1CCCO1 (stereo unspecified)	23	-2	2	-14	0	9	6	4	i	3
11	CCN(CC)S(=O)(=O)c1ccc(N2CCOCC2)c(NC(=O)CCC2CCCCC2)c1	43	0	-4	-20	-3	16	18	4	i	2
12	CN(Cc1ccccc1)C(=O)COC(=O)c1ccc(Cl)c(N)c1	12	-6	2	-12	-3	34	18	19	i	0
13	COc1ccccc1OCC(=O)Nc1ccccc1C(=O)N1CCCCC1	14	4	-1	-7	0	-9	10	-9	i	1
14	NC(=O)CSc1nc2cccnc2n1-c1ccc(F)cc1	19	-1	1	16	4	-21	u	-5	i	0
15	CCOC(=O)c1sc(NC(=O)c2ccc(S(=O)(=O)N(C)C)cc2)cc1C	33	1	-1	10	-5	2	-21	2	i	3
16	Nc1oc2ccccc2c1C(=O)Cc1ccccc1O[C@@H]1O[C@H](CO)[C@@H](O)[C@H](O)[C@H]1O	21	x	x	x	-1	-3	-1	1	i	-3
17	CC(=O)N1CCN(S(=O)(=O)c2ccc(S(=O)(=O)NC3CCCCC3)cc2)CC1	16	4	-4	-13	0	-5	9	10	i	0
18	NC(=O)CSc1nc(-c2ccccc2Cl)ns1	19	4	-5	-57	5	22	-121	12	i	-6
19	COC(=O)c1ccc(CN2C(=O)C(C)N(C(=O)c3c(F)cccc3F)c3ccccc32)cc1 (stereo unspecified)	22	4	4	-3	0	11	7	2	i	0
20	CN1N=C2c3ccccc3CCCC2C1c1ccc(F)cc1 (stereo unspecified)	0	10	18*	-27	0	38	-61	8	i	2
21	O=C(COc1ccc(C(=S)N2CCOCC2)cc1)N1CCOCC1	4	-1	0	-4	2	16	-2	-6	i	0
22	CCn1c(SCC(=O)N2CC(=O)Nc3ccccc32)nnc1-c1ccoc1C	7	-1	0	7	7	-1	11	1	i	0
23	COc1cccc2c1-c1c(C(=O)O)cccc1C2=O	0	0	2	-16	1	-26	-7	-5	i	2
24	COC(=O)[C@@]12CCCCN1[C@H](c1ccc(-c3ccc(C(C)=O)cc3)cc1)[C@H]1C(=O)N(C)C(=O)[C@H]12	4	x	x	x	0	10	21	-2	i	-3
25	Cc1nn(C)cc1C1Nc2ccccc2C(=O)N1O (stereo unspecified)	7	6	1	-21	2	9	22	-3	i	-2
26	Oc1ccc(C[C@@H]2CNCCN2CCc2cccc(F)c2)cc1	3	x	x	x	-2	-7	10	-11	i	5
27	CCCCn1c(N)c(N(CC(C)C)C(=O)Cn2c(=O)cnc3ccccc32)c(=O)[nH]c1=O	-3	x	x	x	-1	11	0	4	i	0
28	CC(C)CNC(=O)COC(=O)c1cc(S(=O)(=O)N(C)C)ccc1N1CCCC1	-4	2	0	-46	-3	-13	19	2	i	-5
29	COc1ccc(/C=C2\SC(=O)N(CCNC(=O)Cc3coc4cc(C)ccc34)C2=O)cc1OC	12	-9	-4	-19	5	16	17	11	i	-2
30	CCOC(=O)C1(Cc2ccccc2C)CCCN(C(=O)c2cc(CC)nn2C)C1 (stereo unspecified)	29	1	-2	-6	-1	13	-4	5	i	-3
31	Cc1csc(SCC(=O)NCc2cccs2)n1	22	0	-3	2	-5	1	-49	0	i	8
32	CC(Sc1nncn1C)C(=O)Nc1ccc(S(N)(=O)=O)cc1 (stereo unspecified)	16	-9	-2	-26	x	3	6	-1	i	2
33	O=S(=O)(Nc1cccc(-n2cnnn2)c1)c1ccccc1F	10	5	0	-48	-2	-4	-14	-4	i	-1
34	Cc1ccc(C2=NOC(=O)/C2=C\C=C\c2ccccc2)cc1	50	1	4	0	x	133*	16	77	i	1
35	COC(=O)c1ccc(C23CC4(C2)[C@H](CN(CC2CCCCC2)[C@@H]4c2ccccc2)C3c2ccc(C(F)(F)F)cc2)cc1 (stereo partly specified)	29	x	x	x	-2	-10	5	-10	i	-1
36	CN1C(=O)[C@H]2[C@@H](C3CC3)N3C(=O)CN(Cc4ccc(-c5ccccc5)cc4)C(=O)[C@@]3(C)[C@H]2C1=O	16	-2	-7	1	0	7	-11	6	i	-2
37	Cc1c(N=NC2=C(O)CCCC2=O)c(=O)n(-c2ccccc2)n1C	8	-1	-1	10	1	-14	2	-2	i	-3
38	O=C(Cn1c(=O)oc2cc(S(=O)(=O)N3CCc4ccccc43)ccc21)N1CCCCC1	27	-4	1	-31	-1	-1	-10	5	i	5
39	COc1ccc(N2CCN(S(=O)(=O)c3cccc4cccnc34)CC2)cc1	-8	-1	-1	-11	1	5	-9	4	i	1
40	Cc1ccc(CNC(=O)C2CC(=O)N(C3CCCCCC3)C2)cc1 (stereo unspecified)	9	-4	3	-38	0	-11	-6	-3	i	3
41	CC(C)n1cc(CN2CCN(C)C(CCO)C2)c2ccccc21 (stereo unspecified)	2	2	2	-6	-1	13	13	4	i	0
42	CCCCNC(=O)c1cc2c(C)cc(C)cc2[nH]1	x	6	-1	-2	-1	13	18	2	i	0
43	CCCCn1nc(C(=O)Nc2cc(S(=O)(=O)N(C)C)ccc2C)c2ccccc2c1=O	4	-4	2	-17	-3	1	6	-2	i	1
44	CC(C)N(Cc1ccccc1)C(=O)CN1C(=O)COc2ccc(S(=O)(=O)NC3CCCC3)cc21	27	-1	-2	-25	-1	2	-13	4	i	1
45	COc1ccc(-c2cc(=O)oc3cc(OC(=O)C4CCCCC4)ccc23)cc1	11	-10	0	1	-6	-8	2	-7	i	2
46	CCc1cccc2c(C=C(C#N)C#N)cn(CC(=O)N3CCCCCC3)c12	34	-1	0	-18	-2	-3	14	-3	i	-1
47	COc1ccc(/C=C/C(=O)NCCCN2CCCC2)cc1	18	2	-2	-20	1	-6	-13	-4	x	-1
48	NS(=O)(=O)c1cccc(NC(=O)COC(=O)CCc2ccccc2)c1	18	-10	1	7	1	-8	8	-3	i	-1
49	O=c1c2c3c(sc2ncn1/N=C/c1ccc([N+](=O)[O-])o1)CCCC3	33	-1	-1	4	3	266*	-89	177	i	3
50	N#CC1(NC(=O)COc2ccc(S(=O)(=O)N3CCCC3)cc2[N+](=O)[O-])CCCCC1	7	x	x	x	0	4	0	1	i	1
51	Cc1cc(C)c(S(=O)(=O)N2CCCOC2CNC(=O)C(=O)NCCc2c[nH]c3ccccc23)c(C)c1 (stereo unspecified)	20	-9	-3	-24	-2	-1	16	-4	i	3
52	CCc1nnc(NS(=O)(=O)c2ccc(NC(=S)NC(=O)/C=C/c3ccc(F)cc3)cc2)s1	-1	3	-2	-1	x	10	5	5	i	0
53	CCSCCOC(=O)C1=C(C)N(C)C(=O)NC1c1cc(OC)ccc1OC (stereo unspecified)	-11	-3	5	-10	-2	-4	-5	4	i	-1
54	Cc1ccc(NC(=S)NCc2ccc3[nH]c4c(c3c2)CCCC4)cc1	22	2	-4	15	0	0	30	4	i	3
55	COc1ccc(CCN2C(=O)C(O)=C(C(=O)c3ccco3)C2c2cccs2)cc1OC (stereo unspecified)	17	-2	5	-7	-3	-14	4	4	i	2
56	COc1ccc(NC(=O)CCSc2ccc(F)cc2)cc1	-20	-8	-1	-84	-2	55*	-93	22	i	-1

(more compounds)
no.	SMILES	AI-2 QS modul	IEC-6 cytotox	HSP90 inh	KLF5 inhibitor	GSK3A inh	HSF-1 act	aSyn 5UTR inh	HSF1 inhib	PolyA inhibitor	GSK3B inh
57	CCCN(C(=O)Cn1nc(C)c([N+](=O)[O-])c1C)c1c(N)n(Cc2ccccc2)c(=O)[nH]c1=O	37	x	x	x	-4	4	-8	-4	i	-1
58	O=C(Nc1ccccc1F)c1cc(C(=O)Nc2ccccc2F)cc([N+](=O)[O-])c1	12	0	-3	-3	-1	6	8	-7	i	1
59	COc1ccc(NC(=O)Nc2ccc(C(=O)N3CCOCC3)cc2)c(OC)c1	7	-1	-4	-17	1	0	4	-16	i	1
60	COC(=O)C(CCSC)NS(=O)(=O)c1ccc(Cl)cc1 (stereo unspecified)	3	-1	-2	-28	-1	26	-2	-1	i	0
61	CCOC(=O)C1CCCN(C(=O)CCNC(=O)Cn2ccc3ccccc3c2=O)C1 (stereo unspecified)	21	-1	-4	-4	-2	15	16	-3	i	1
62	Cc1ccccc1C(=O)NCC(=O)O	19	-4	-1	-12	-1	-1	-42	12	i	-8
63	Cn1nc([N+](=O)[O-])c2c(-c3nc4ccccc4s3)c(N)n(C3CCCCC3)c2c1=O	11	2	3	-42	0	15	6	-9	i	0
64	Cc1csc2ncc(C(=O)NCc3ccccn3)c(=O)n12	9	1	3	2	2	4	-15	0	i	3
65	CC(C)C(=O)Nc1ccc(C(=O)NN2C(=O)c3ccccc3C2=O)cc1	18	-3	-1	-20	x	-9	22	1	i	0
66	Cc1ccc(/C=C/C(=O)Nc2cc(S(=O)(=O)N3CCCCCC3)ccc2OCC(F)(F)F)o1	14	3	2	15	-1	3	18	4	i	2
67	Cn1c(CSc2nc3ccccc3s2)nc2ccccc21	-31	3	0	-60	1	76*	-140	60	i	-1
68	COC(=O)c1oc(-c2ccccc2)nc1C	21	3	-1	-1	-2	4	-18	-3	i	1
69	CC(C)N(C(=O)COC(=O)[C@@H]1CC(O)CN1S(=O)(=O)c1ccc(C(C)(C)C)cc1)C(C)C (stereo partly specified)	11	0	2	-15	0	-26	-32	-24	i	-1

A portion of the library; count on the stated rates, not on these rows.
